Screens as filed in PubChem.
CRFBP-R2 agonist: CRF-BP/CRF-R2 complex agonism; activation, % at 13.2 µM; AID 588473; HEK293 CRF-R2/CRF-BP, calcium dye fluorescence (FLIPR); percent of saturating CRF peptide response; hit rate 0.46% among 350,000;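 active = activation of at least 50%, plus an integration ratio under a set limit after plate pattern correction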;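 note: plate controls were neutral control wells without compound for no effect and CRF at EC100 for full effect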
M4 antag: CHRM4 antagonism in calcium assay | CHO-hM4 cells, ACh EC80, Fluo-8 calcium fluorescence | inhibition, % at 3 µM | P08173 | hit rate 0.73% among 360,000;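 active = inhibition above its plate's cutoff, the mean inhibition of sample wells plus 3 SD, cut at about 27% in these data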;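 note: 0% = acetylcholine EC80 with DMSO and 100% = DMSO without agonist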
Target sequence (P08173 whole entry, looked up): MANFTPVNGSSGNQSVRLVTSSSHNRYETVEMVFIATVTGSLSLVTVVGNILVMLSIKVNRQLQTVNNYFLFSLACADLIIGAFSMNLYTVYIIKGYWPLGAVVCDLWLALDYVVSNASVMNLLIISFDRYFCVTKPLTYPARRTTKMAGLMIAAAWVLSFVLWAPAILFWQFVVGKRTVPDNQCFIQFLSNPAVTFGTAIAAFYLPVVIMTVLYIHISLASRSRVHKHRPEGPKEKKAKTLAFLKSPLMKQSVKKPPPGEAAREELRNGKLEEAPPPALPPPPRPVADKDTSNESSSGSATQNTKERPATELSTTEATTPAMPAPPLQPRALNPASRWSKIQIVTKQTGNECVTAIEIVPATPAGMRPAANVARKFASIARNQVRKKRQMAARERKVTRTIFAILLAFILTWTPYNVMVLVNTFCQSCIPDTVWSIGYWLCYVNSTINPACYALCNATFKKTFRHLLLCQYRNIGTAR
CHRM5 PAM: CHRM5 positive allosteric modulation | hit rate 0.3% among 360,000 | P08912 | CHO-K1 hM5, Fluo-8 calcium, ACh EC20 PAM; 0% = ACh EC20, 100% = ACh EC100 | AID 624038 | activation, % at 3 µM;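 active = activation above the run cutoff, the mean activation of all test compounds plus 3 SD, cut at about 18% in these data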
Target sequence (P08912 whole entry, looked up): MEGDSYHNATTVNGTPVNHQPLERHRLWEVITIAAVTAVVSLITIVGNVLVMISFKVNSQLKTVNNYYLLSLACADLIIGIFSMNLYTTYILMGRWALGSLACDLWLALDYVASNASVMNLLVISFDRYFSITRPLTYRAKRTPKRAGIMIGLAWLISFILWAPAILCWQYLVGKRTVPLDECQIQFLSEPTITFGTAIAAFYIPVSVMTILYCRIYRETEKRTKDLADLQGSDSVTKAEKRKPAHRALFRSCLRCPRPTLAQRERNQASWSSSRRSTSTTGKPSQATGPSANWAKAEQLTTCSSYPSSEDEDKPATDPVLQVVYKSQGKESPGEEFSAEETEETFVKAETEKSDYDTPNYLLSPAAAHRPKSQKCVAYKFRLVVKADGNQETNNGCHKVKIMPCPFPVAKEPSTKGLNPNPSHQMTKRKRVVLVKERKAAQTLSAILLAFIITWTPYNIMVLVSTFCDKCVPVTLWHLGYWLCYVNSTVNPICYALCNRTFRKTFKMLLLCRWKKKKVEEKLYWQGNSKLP
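Assay system – human M5 receptor in CHO-K1 cells · Read-out – % activation, ACh-normalized · Technique – Fluo-8 calcium fluorescence · Dosing – single-point, 3 µM nominal · Incubation – Fluo-8 loading 80 min at 37 °C plus 30 min room temperature · Repeats – singlicate, one well per test compound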
M1 PAM: human CHRM1 positive allosteric modulation; P11229; CHO-K1 hM1, Fluo-8 calcium fluorescence, ACh EC20; 0% = ACh EC20, 100% = maximal ACh; activation, % at 3 µM; hit rate 0.088% among 360,000; AID 588819; in the data active = activation above about 19%, passing the limit was not always enough
CRFR2-BP antag: blocks CRF-induced signaling of the CRF-BP/CRF-R2 complex. hit rate 0.59% among 350,000. AID 588475. inhibition, % at 11.8 µM. HEK293 CRF-R2/CRF-BP, CRF-induced calcium fluorescence;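 active = inhibition of the ligand-induced calcium signal above about 50% at the single tested concentration, limit read from the data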
M5 antag: blocks acetylcholine activation of human M5 receptor | P08912 | CHO-hM5 cells, Fluo-8 calcium fluorescence, ACh EC80 | inhibition, % at 3 µM | hit rate 0.59% among 360,000 | AID 624040;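 active = inhibition above a per-plate cutoff, the mean of that plate's test compounds plus 3 SD, cut at about 27% in these data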;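 note: 0% = acetylcholine EC80 with DMSO and 100% = DMSO without agonist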
CHRM5 agonist: CHRM5 agonism in calcium assay; CHO-K1 hM5 cells, Fluo-8 calcium fluorescence; 0% DMSO wells, 100% maximal acetylcholine response; P08912; hit rate 0.19% among 360,000; activation, % at 3 µM;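 active = activation above the run's mean over test compounds plus 3 SD, cut at about 23% in these data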;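 note: signal is peak over basal fluorescence ratio across the kinetic read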
M4 PAM: positive allosteric modulators of human muscarinic M4 receptor; CHO-K1 hM4/Gqi5, Fluo-8 calcium fluorescence, ACh EC20; 0% = ACh EC20, 100% = maximal ACh; activation, % at 3 µM; hit rate 0.4% among 360,000;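 active = activation above its plate's cutoff, the mean activation of sample wells plus 3 SD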; note: some results filed as inactive read as strong as hits
CHRM4 agonist: agonists of human muscarinic M4 receptor (CHRM4); P08173; CHO-K1 hM4/Gqi5, Fluo-8 calcium fluorescence; vehicle 0%, full acetylcholine response 100%; activation, % at 3 µM; hit rate 0.14% among 360,000; AID 624127;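 active = activation above the run mean over all test wells plus 3 SD, cut at about 32% in these data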;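 note: peak over basal fluorescence ratio per well then scaled between controls; 0% = DMSO wells and 100% = acetylcholine at EC100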
Active calls of the source: *; . = not tested or not shown.

SMILES	CRFBP-R2 agonist	M4 antag	CHRM5 PAM	M1 PAM	CRFR2-BP antag	M5 antag	CHRM5 agonist	M4 PAM	CHRM4 agonist
COc1cccc(C(=O)Oc2cc(-c3ccccc3)no2)c1	-0.5	-3	0	0	-22	-4	0	5	0
COc1cccc(NC(=O)COc2cc(C)cc3oc(=O)cc(C)c23)c1	1.2	5	1	0	7	4	-2	8	1
CN1CCN(C(=O)C2CCCN(c3ncnc4c3nc3n4CCCCC3)C2)CC1 (configuration not stated)	-0.1	0	-2	4	2	1	-8	3	0
COc1cccc(C(=O)Nc2cc(Cl)c(O)c(Cl)c2)c1	-2.5	-7	11	11	-9	-23	10	-7	1
COc1ccc(NC(=O)C(c2cc3c(cc2[N+](=O)[O-])OCO3)N(C)c2ccccc2)cc1 (configuration not stated)	90*	-5	-8	3	-241	11	-2	-6	1
O=C(COc1nc2ccccc2nc1N1CCOCC1)NCC(F)(F)F	-1.6	8	-2	-4	14	1	-3	-3	0
Clc1ccc(-c2cccc3nccn23)cc1	.	-2	-1	3	.	2	-2	-1	0
CCOc1ccc(Nc2nc(NCc3ccco3)nc(N)c2[N+](=O)[O-])cc1	8.5	-7	-8	5	-46	16	6	2	15
CCOC(=O)c1oc2c(C)c(O)ccc2c(=O)c1-c1nncn1-c1ccccc1	2.4	14	2	5	-5	-3	-1	15	1
FC(F)(F)c1cc(C(F)(F)F)c2ccc(N/N=C/c3ccccc3)nc2n1	4.0	11	1	-1	2	6	0	-2	0
Cc1nnc(SC(C)C(=O)Nc2ccc(S(=O)(=O)N3CCCCC3)cc2)s1 (configuration not stated)	1.4	1	-4	10	-11	-4	1	-3	5
COc1ccccc1-c1nc2c(c(SCC(=O)N3CCCCC3)n1)Cc1c(CO)cnc(C)c1O2	-1.4	-4	-6	-11	-6	-2	6	-9	14
CCN(C(=O)COC(=O)c1ccc2[nH]c3c(c2c1)CCCC3)C1CCS(=O)(=O)C1 (configuration not stated)	0.0	-2	5	4	-1	-5	-2	4	1
O=C(CSc1nnc(Nc2ccccc2)s1)NC1CCCC1	-0.7	-27	-1	-5	-2	0	0	7	2
COC(=O)N/N=C\C=C\c1ccc2c(c1)OCO2	-1.4	-10	-2	6	3	-2	2	4	1
COc1ccc(S(=O)(=O)N2CCCN(CC(=O)C(C)(C)C)CC2)cc1	-0.4	-13	1	12	22	-1	-1	8	1
CCOC(=O)N1CCC(NC(=O)CCc2c(C)nc3ncnn3c2C)CC1	0.7	-9	1	11	4	1	-4	7	1
CCC(=O)Nc1cc(C(F)(F)F)ccc1N1CCCC1	-0.1	4	-5	0	1	4	-5	-2	0
NC(=O)c1cc(S(=O)(=O)NCc2ccc(F)cc2)cs1	-1.1	2	-3	2	4	11	-5	1	2
C/C(N)=C(/C#N)C(=O)CSc1nc(-c2ccccc2)c(-c2ccccc2)o1	-0.6	-1	-4	-3	9	20	-1	-5	4
O=C(NCc1cccs1)C1CCCN(C(=O)Nc2ccccc2)C1 (configuration not stated)	1.5	4	-5	7	-1	25	-3	5	1
CCN(CC)c1ccc(C2NCC(c3ccc([N+](=O)[O-])cc3)O2)cc1 (configuration not stated)	0.3	3	4	1	-6	-9	3	2	0
c1ccc(C(c2ccccc2)N2CCN(Cc3nnnn3C3CCCC3)CC2)cc1	-1.2	-16	-4	-12	22	-8	-13	-1	-1
CCOC(=O)C(NC(=O)c1ccccc1OCC)(Nc1ncccn1)C(F)(F)F (configuration not stated)	3.1	-1	1	4	-2	0	-4	6	-1
COc1cnc(-c2ccccn2)nc1Oc1ccc(F)cc1F	1.0	-5	-1	2	-23	-3	-9	8	0
CCN(CC)C(=O)C1=C(C)N(Cc2ccc(OC)cc2)C(=O)C(CC(=O)NCCN2CCOCC2)C1 (configuration not stated)	-0.6	-8	0	4	-2	6	0	2	0
O=C(CN1CCN(c2ccccc2)CC1)Nc1ccc(Oc2ccccc2)cc1	3.1	5	-1	11	-2	1	-5	4	0
CC(C)CNC(=S)N(Cc1ccco1)Cc1cc2cc3c(cc2[nH]c1=O)OCCO3	1.1	11	-7	-3	-42	6	0	-4	3
COc1ccccc1-c1c(C)oc2cc(OCC(=O)OCc3ccccc3)ccc2c1=O	-0.9	-2	-18	-10	44	18	-3	-13	9
Cc1cc(C(=O)NC(=S)Nc2cccc(NC(=O)C(C)C)c2)ccc1[N+](=O)[O-]	-1.8	13	-15	-11	-9	15	2	-11	13
Cc1cc(NC(=O)C2CC(=O)N(c3ccccc3)C2)no1 (configuration not stated)	-0.6	-11	3	6	-2	-4	-1	8	2
C[C@H](NC(=O)c1nc[nH]c1C(=O)N[C@@H](Cc1ccccc1)C(=O)OC(C)(C)C)c1ccccc1	0.3	-4	-8	-10	-17	13	2	3	2
CC(=O)N/C(=C\c1ccccc1)C(=O)OCC(=O)Nc1ccc(C)c(S(=O)(=O)N(C)C)c1	-0.6	1	-3	4	-8	5	4	1	6
CCN1C(=O)[C@H]2[C@H]3CN=C(SC)N3[C@@](C)(C(=O)OC)[C@H]2C1=O	-4.3	3	0	2	12	-4	1	-1	0
Cc1nc2ccccc2nc1OCC(=O)N1CCN(c2ccccc2)CC1	-1.2	3	-10	-2	-1	8	3	5	2
CC1(C2CC2)NC(=O)N(CC(=O)Nc2ccc(SC(F)F)cc2)C1=O (configuration not stated)	1.0	2	8	2	-2	16	0	6	3
O=C(Oc1ccccc1)c1cccnc1Oc1ccccc1	-0.1	-1	4	4	12	5	2	14	-1
O=C(CNC(=O)c1cccs1)OCc1c(F)cccc1Cl	-1.3	-23	-1	12	1	0	1	11	3
Nc1nc(=S)[nH]c2c1C1(CCCC1)Cc1ccccc1-2	6.8	-3	2	8	-9	0	0	10	2
Cc1ccc(-c2nc(-c3ccccc3)no2)c(Cl)c1	3.4	1	4	10	-4	-8	3	-5	0
COc1ccc(C2C(=O)N(CCc3ccccc3)CC(=O)N2C2CCCC2)cc1 (configuration not stated)	-1.3	-7	-9	4	12	4	-5	2	3
COc1ccc(CC(NC(C)=O)C(=O)NC2CCN(C(=O)Nc3ccccc3C)CC2)cc1OC (configuration not stated)	8.2	-13	4	11	-20	6	-2	10	2
Cc1ccccc1-c1nc(CS(=O)(=O)CC(=O)NC2CCCC2)c(C)o1	-1.3	-5	2	0	-6	0	3	0	3
CCOC(=O)C1=NOC(C(=O)NN(C)c2ncc(C(F)(F)F)cc2Cl)C1 (configuration not stated)	0.8	3	-3	6	9	4	-1	-2	1
COc1ccc(C(=O)Nc2nnc(SCC(=O)Nc3ccc(NC(C)=O)cc3)s2)c(OC)c1	-0.1	-3	8	-4	15	-11	0	1	1
CN[C@@H](CO)C(=O)NC[C@H]1O[C@@H](n2cnc3c(N)ncnc32)[C@H](O)[C@@H]1O	.	-17	5	4	.	-12	1	16	3
Cc1occc1-c1nnc(SCc2nnc(-c3ccc(Cl)cc3)o2)n1C	1.0	4	-3	7	-2	4	-8	0	0
C=CCNc1sc(C(=O)c2ccc(Br)s2)c(N)c1C#N	15	4	3	12	-9	-1	2	21	1

Quoted from the results shown, 3 compounds:
SMILES	CRFBP-R2 agonist	M4 antag	CHRM5 PAM	M1 PAM	CRFR2-BP antag	M5 antag	CHRM5 agonist	M4 PAM	CHRM4 agonist
O=C(CNC(=O)c1cccs1)OCc1c(F)cccc1Cl	-1.3	-23	-1	12	1	0	1	11	3
Nc1nc(=S)[nH]c2c1C1(CCCC1)Cc1ccccc1-2	6.8	-3	2	8	-9	0	0	10	2
Cc1ccc(-c2nc(-c3ccccc3)no2)c(Cl)c1	3.4	1	4	10	-4	-8	3	-5	0

The list continues:
SMILES	CRFBP-R2 agonist	M4 antag	CHRM5 PAM	M1 PAM	CRFR2-BP antag	M5 antag	CHRM5 agonist	M4 PAM	CHRM4 agonist
O=C(Nc1cc(C(F)(F)F)ccc1N1CCCC1)c1cccnc1	1.9	8	1	15	12	-2	-1	-2	-1
COc1ccccc1C(=O)NC(=O)COc1ccc([N+](=O)[O-])cc1	-1.7	-2	-2	4	-2	4	-1	3	1
C[C@H]1CN([C@@H](C)CO)S(=O)(=O)c2ccc(Br)cc2O[C@H]1CN(C)S(=O)(=O)c1ccccc1F	2.2	6	1	-5	-14	0	1	0	-1
Cc1cccc(CNC(=O)C2CCC(=O)N(C3CCCC3)C2)c1 (configuration not stated)	0.9	-9	-5	2	15	7	-2	-1	1
CCc1cc(C(=O)Cc2nc3ccccc3[nH]2)c(O)cc1O	-1.2	-8	10	3	-1	-1	-8	0	0
COC(=O)CSC1=C(C#N)C(c2cccc(OC)c2)CC(=O)N1 (configuration not stated)	-1.3	-3	-2	11	5	-1	2	2	0
Cc1nn(-c2ccc(F)cc2)c(-n2cccc2)c1C(=O)N1CCN(C(=O)c2ccco2)CC1	-2.7	-5	5	10	9	-16	-3	4	1
Cc1cc(C)c(C#N)c(SCc2[nH]nc3c2C(c2ccc(F)cc2)C(C#N)=C(N)O3)n1 (configuration not stated)	0.7	7	-3	4	-23	1	-1	-7	-1
O=C1c2ccccc2NC(c2ccc(-c3cccc([N+](=O)[O-])c3)o2)N1O (configuration not stated)	1.1	2	-4	-3	7	8	0	-3	1
CCOC(=O)c1ccc(CNC(=O)Cn2nnc(-c3ccccc3F)n2)o1	-0.8	12	-1	4	9	5	-1	-2	1
Cc1ccc(S(=O)(=O)CCC(=O)OCC(=O)Nc2sccc2C#N)cc1	-1.1	-19	2	7	-10	-1	1	5	5
CSc1nc(C(=O)N2CCCC(C(=O)c3ccc(Cl)cc3)C2)cs1 (configuration not stated)	-0.4	9	-4	-2	2	0	-1	-22	4
Cc1cc(C)c2nc(SCC(=O)Nc3ccc(S(=O)(=O)N4CCCC4)cc3)c(C)cc2c1	-0.1	1	0	6	-3	-1	-1	-5	-1
O=c1c(Cc2ccccc2)c(O)ccn1Cc1ccco1	-1.1	-10	0	11	0	13	0	9	1
CC(Oc1ccc(Br)cc1)C(=O)NCC(C)(C)N1CCOCC1 (configuration not stated)	0.2	-7	2	6	-12	9	-5	6	1
Cc1ccc2nc3c(cc2c1)c(NC(=O)c1cccnc1)nn3C	-1.8	-6	-2	-6	-4	2	-3	1	3
CSC1=NC=C(C#N)C2=NC(c3c(Cl)cccc3Cl)NN12 (configuration not stated)	.	7	-2	-3	.	-1	9	-1	-2
O=C(Nc1ccc2c(c1)CCC2)c1ccc(Cl)nc1	-0.8	0	1	14	-21	13	-6	-3	1
CCCCN(C)C(=O)c1[nH]c(C(F)(F)F)nc1-c1ccccc1	.	-11	5	4	.	0	-1	3	7
Cc1cc(=O)n2nc(-c3ccccc3)sc2c1C#N	1.5	-3	2	9	-7	0	1	7	0
Cc1ccc(C(=O)NCCc2nnc(SCC(=O)Nc3nc(-c4ccccc4)cs3)n2C)cc1	-2.1	-19	-2	3	-10	3	-2	9	0
COc1ccc(NC(=O)C2(C)Cc3c(-c4ccc(NC(C)=O)cc4)ccnc3O2)cn1 (configuration not stated)	.	-6	-1	3	.	3	1	0	2
COc1ccc(S(=O)(=O)NCc2ccc(C)cc2)cc1	-1.5	6	-2	7	2	0	-2	1	0
O=C(COc1cccc(-n2cnnn2)c1)NC1CCCCC1	-0.2	-8	-2	8	8	8	3	-1	2
NCCCC[C@H](N)c1nnc([C@H](CCC(=O)O)NC(=O)C2CCNCC2)o1	-2.6	6	2	8	11	5	-1	7	1

This is a random part of the collection; about 2.6% have a hit in one of these screens.
